# ELG1 genotoxic – induces genotoxicity in HEK293T cells with luciferase-tagged ELG1; HEK293T ELG1-luciferase reporter, luminescence, 16 h; Potency, µM (doses to about 46 µM), without a hit: top-dose activity change, positive = activation, hits mostly activators; 330,000 tested, 1.3% active; AID 504466; note: potency is the fitted concentration of half-maximal effect; % of control where 0% means no effect; nearly all actives have a fitted effect of over 60% in size
#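 Step 1: seed 2,000 HEK293T ELG1-luciferase cells per well. Step 2: add compound or DMSO, incubate 16 hr at 37 °C. Step 3: ONE-Glo, 30 min at room temperature, read luminescence.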
# BRCA1 expr up – activators of BRCA1 expression; MCF7-BRCA1-FFLuc reporter, luminescence, 48 h; response scale: scaled: vehicle 0%, 10 µM genistein 100%; Potency, µM (series often up to 46.1 µM), for inactives: top-dose activation, most hits filed as activators; 380,000 tested, 1.1% active; note: potency is the fitted concentration of half-maximal effect; nearly all actives have a fitted effect of over 80% in size; some results filed as inactive show a strong effect at the top dose
#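 Compounds are tested at multiple concentrations on MCF7 BRCA1-luciferase reporter cells seeded at 2000 per well; after 48 h, a single luminescence end-point is taken and curves fitted to the normalized data.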
# VP16 counter – inhibits Gal4-VP16 luciferase reporter, ROR gamma counter-screen. Drosophila S2 Gal4-VP16 UAS-luciferase, luminescence, 20 h. Potency, µM (series often up to 53.6 µM), inactives show at the top dose activity, negative = inhibition, actives largely listed as inhibitors. 310,000 tested, 3.5% active. AID 2546;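 note: Gal4-VP16 expression switched on by copper sulfate through the metallothionein promoter; potency is the fitted concentration of half-maximal effect; % is set by controls: 0 for no effect and ±100 for the full control effect; nearly all actives have a fitted effect of over 50% in size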
# p53 reactivation – re-activators of mutant p53; Potency, µM (titrated, usually from 92.2 µM), inactives show top-dose activity change, positive = activation, actives largely listed as activators; H1299 p53-A138V BP100-luciferase reporter, luminescence, 24 h; 320,000 tested, 0.063% active; note: potency is the fitted concentration of half-maximal effect; % of control where 0% means no effect; nearly all actives have a fitted effect of over 45% in size
#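 H1299 (p53-null), stable ts p53-A138V + BP100-Luc; 1000 cells/well, Opti-MEM/10% FBS; cpd 4 pt, 1:5; 24 h, 37 deg C, 5% CO2; detection reagent 10 min RT; luminescence.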
# FLuc modulator – firefly luciferase modulation, counter-screen for miR-21 project. Potency, µM (top dose mostly 57.5 µM), inactives show at the highest dose activity change, negative = inhibition, most hits filed as inhibitors. purified FLuc, Km substrates, luminescence inhibition. P08659. 360,000 tested, 6.9% active;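 note: potency is the fitted concentration of half-maximal effect; plate controls were vehicle for no effect and reference inhibitor for full effect; nearly all actives have a fitted effect of over 55% in size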
#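 Biochemical qHTS of compounds, final roughly 60 µM downward over six points, against 10 nM purified firefly luciferase using Km concentrations of substrates (10 uM D-luciferin, 10 uM ATP) in Tris acetate pH 7.5 buffer; luminescence output.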
# Menin MLL FP TR – menin-MLL binding inhibition, Texas Red mutant peptide; Menin + Texas Red MLL mutant peptide, fluorescence polarization; Potency, µM (series often up to 61.6 µM), for inactives: top-dose FP activity change, negative = inhibition, hits mostly inhibitors; 270,000 tested, 0.23% active; active = well fitted inhibition curve with a large enough effect in the polarisation, with a control signal flat, not every such curve was filed as active; inconclusive = small, poorly fitted or top-dose-only effect, or effect the other way, or a change in a side signal; inactive = no such curve, though single readings can be large or run the other way; the % refers to the polarisation; note: potency is the fitted concentration of half-maximal effect; % of control where 0% means no effect; many of its hits are not listed in these tables
# RORgamma inh – ROR gamma (mouse) transcription inhibition; P51450; Drosophila S2 Gal4-RORgamma UAS-luciferase reporter, 20 h; Potency, µM (highest dose often 53.6 µM), without a hit: at the top dose activity change, negative = inhibition, most hits filed as inhibitors; 310,000 tested, 5.4% active; note: potency is the fitted concentration of half-maximal effect; % is set by controls: 0 for no effect and ±100 for the full control effect; nearly all actives have a fitted effect of over 60% in size
# Target sequence (P51450 whole entry, looked up, the tested form may be a part): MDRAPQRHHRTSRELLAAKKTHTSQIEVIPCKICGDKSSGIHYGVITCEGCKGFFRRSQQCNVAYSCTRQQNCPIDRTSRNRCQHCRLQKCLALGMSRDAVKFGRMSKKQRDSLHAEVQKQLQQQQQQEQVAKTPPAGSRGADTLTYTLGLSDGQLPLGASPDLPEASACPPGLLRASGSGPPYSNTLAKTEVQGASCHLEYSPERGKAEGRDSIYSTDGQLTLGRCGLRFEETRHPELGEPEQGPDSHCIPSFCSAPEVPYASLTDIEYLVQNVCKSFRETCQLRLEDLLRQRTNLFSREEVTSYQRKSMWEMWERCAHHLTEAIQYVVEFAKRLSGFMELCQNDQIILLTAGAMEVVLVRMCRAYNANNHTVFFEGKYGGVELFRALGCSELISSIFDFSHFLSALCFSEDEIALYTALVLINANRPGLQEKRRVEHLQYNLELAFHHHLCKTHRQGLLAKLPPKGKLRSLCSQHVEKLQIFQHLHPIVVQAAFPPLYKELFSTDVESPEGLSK
#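 Schneider cells (Drosophila), stable Gal4 DBD–ROR gamma + UAS-luc; 1 hr cmpd preincubation; Cu2+ induction 700 uM final; 20 hr ambient; luminescence.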
# PKM2 activator – increases activity of human pyruvate kinase M2. purified PKM2, Kinase-Glo ATP luminescence, activation; response scale: 0% is enzyme alone, no compound. Potency, µM (doses to about 57.5 µM), for inactives: top-dose activation, actives largely listed as activators. 260,000 tested, 0.34% active. AID 1631; note: potency is the fitted concentration of half-maximal effect; % is set by controls: 0 for no effect and ±100 for the full control effect; nearly all actives have a fitted effect of over 55% in size
# Target sequence (P14618 whole entry, looked up): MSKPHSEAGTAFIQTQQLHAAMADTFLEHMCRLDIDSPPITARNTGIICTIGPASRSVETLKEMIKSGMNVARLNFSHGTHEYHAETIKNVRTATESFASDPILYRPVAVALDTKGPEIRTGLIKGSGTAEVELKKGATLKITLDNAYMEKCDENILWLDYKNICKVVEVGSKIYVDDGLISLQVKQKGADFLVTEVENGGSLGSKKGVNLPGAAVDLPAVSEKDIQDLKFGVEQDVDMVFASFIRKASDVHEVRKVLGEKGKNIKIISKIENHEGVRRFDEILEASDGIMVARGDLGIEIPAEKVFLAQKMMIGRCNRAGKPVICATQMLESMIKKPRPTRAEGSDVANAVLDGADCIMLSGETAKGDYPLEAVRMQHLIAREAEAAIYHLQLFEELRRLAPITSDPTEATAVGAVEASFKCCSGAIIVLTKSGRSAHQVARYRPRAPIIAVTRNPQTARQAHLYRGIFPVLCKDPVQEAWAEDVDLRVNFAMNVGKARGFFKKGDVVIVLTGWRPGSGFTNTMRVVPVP
#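 Kinase-Glo luminescence reports ATP generated from ADP (0.1 mM) and PEP (0.5 mM) by purified hPK-M2 after 1 h at room temperature, pH 7.2 imidazole buffer; intermediate enzyme activity allows detecting inhibitors and activators.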
# Giardia killer – kills Giardia lamblia. Giardia lamblia trophozoite viability. activity change, % at 7.66 µM, hits read low. 340,000 tested, 0.15% active. AID 540267; in the data active = activity change below about -80%; inconclusive = between about -30% and that limit;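 note: parasites exposed to compound for two days anaerobically before the ATP read; % is set by controls: 0 for no effect and ±100 for the full control effect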
#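 Viability, read as ATP luminescence: trophozoites at 100 cells/well, compound added, 48 hrs anaerobic at 37 deg C, then 15-30 min room-temperature development before reading.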
# Rab9 promoter act – activators of Rab9 promoter. Huh7 Rab9 promoter-luciferase reporter, luminescence, 24 h. Potency, µM (series often up to 9.22 µM), for the others: at the top dose activation, negative = inhibition, hits mostly activators. 320,000 tested, 2.8% active; note: potency is the fitted concentration of half-maximal effect; % of control where 0% means no effect; nearly all actives have a fitted effect of over 60% in size
#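 Huh7 cells stably carrying a Rab9 promoter-luciferase reporter, 1500 cells per well in OP-MEM I with 10% FBS, treated with compound 24 hours at 37C. Luciferase activity read by luminescence after 10 minutes with Amplite reagent.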
# NPC1 prom act – NPC1 promoter activation; Huh7 NPC1 promoter luciferase reporter, 24 h; Potency, µM (top dose mostly 9.22 µM), for the others: top-dose activation, usual class: activators; 320,000 tested, 2.4% active; AID 485313;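 note: potency is the fitted concentration of half-maximal effect; % of control where 0% means no effect; nearly all actives have a fitted effect of over 60% in size; reporter is driven by a mutant NPC1 promoter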
#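 Quantitative HTS used a cell-based reporter: Huh7 cells stably bearing the NPC1 promoter upstream of luciferase were treated with compounds for 24 h, and promoter activation was read as luminescence.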
# * marks the source's active call; other numbers are inactive results; ? = inconclusive; nt = no result given; [ ] = remark or other dose. Unless noted, calls come from the whole dose curve; as a rule, active = well fitted curve in the direction sought with a large enough effect; inconclusive = small, poorly fitted or top-dose-only effect, or another doubt; inactive = no such curve, though single readings can be large; an effect the other way counts as inactive or inconclusive.
SMILES,ELG1 genotoxic,BRCA1 expr up,VP16 counter,p53 reactivation,FLuc modulator,Menin MLL FP TR,RORgamma inh,PKM2 activator,Giardia killer,Rab9 promoter act,NPC1 prom act
COc1ccc(CCc2nc(-c3cccs3)no2)cc1,?,?,6.9%,?,19µM*,7.3%,?,7.9%[11.5 µM],-10.6,?,?
C/C(=N\NC(=O)C1CC1)c1cccnc1,2.0%,1.1%,-7.2%,-2.9%,1.4%,0.9%,-0.2%,5.5%,26.3,-7.4%,-3.0%
COCC(C)N1CCC(n2nccc2NC(=O)CCCc2ccccc2)CC1 (configuration not stated),-3.5%,-4.4%,1.6%,-4.9%,1.6%,4.4%,-0.3%,nt,-12.8,4.4%,-2.4%
Cc1noc(C)c1C(=O)Nc1nc(C23CC4CC(CC(C4)C2)C3)cs1,-8.5%,-42.0%,22.4µM*,0.2%,5.5%,-17.7%,?,4.9%,-2.5,0.6%,-0.6%
Cn1nnnc1SCC(=O)Nc1ccc(Cl)cn1,2.7%,4.5%,6.0%,4.4%,4.0%,nt,5.4%,0.7%,-16.1,7.4%,3.4%
Cc1cc2oc(=O)cc(CN3CCCCC3C)c2cc1C (configuration not stated),2.2%,-30.3%,0.5%,3.8%,-0.3%,-14.2%,4.6%,nt,-1.7,-6.6%,-1.3%
O=C(CCC1N=C2c3ccccc3N=C(SCC(=O)NCC3CCCO3)N2C1=O)NCc1ccc(F)cc1 (configuration not stated),2.3%,0.4%,-1.2%,2.6%,0.5%,-4.1%,-6.5%,nt,-20.9,4.8%,-0.9%
CC[n+]1c(C)sc2c(C)cc(C)cc21,-4.8%,-2.0%,14.5%,5.2%,-0.3%,-2.4%,21.6%,?,17.9,-0.3%,-3.1%
NC(=O)CC(NC(=O)c1cccc(Br)c1)c1ccc(NC2CCC2)c([N+](=O)[O-])c1 (configuration not stated),3.7%,-2.9%,-1.6%,nt,-1.8%,7.4%,17.8%,1.7%,7.1,4.9%,-4.4%
O=C(CC1CCCCC1)NCc1nc(-c2ccccc2)no1,-1.0%,3.3%,-12.8%,-1.0%,-2.2%,nt,35.2%,-2.8%,-9.5,18.3%,2.5%
O=C(CNC(=O)Cc1ccccc1)N=Nc1c(O)[nH]c2ccccc12,-4.6%,1.6%,6.5%,2.4%,3.4%,-2.5%,-1.6%,5.4%,-19.2,14.8%,-0.3%
CC(=O)c1ccc(OCC(=O)OCC(=O)N(CC(C)C)c2c(N)n(Cc3ccccc3)c(=O)[nH]c2=O)cc1,-2.2%,-7.0%,nt,-0.3%,-2.3%,nt,nt,nt,-3.6,-17.2%,-3.2%
NS(=O)(=O)c1ccc(CNC(=O)/C=C/c2c(Cl)cccc2Cl)cc1,-1.2%,nt,-1.4%,1.0%,-14.4%,-6.3%,-40.8%,2.7%,nt,-1.4%,1.5%
CCOC(=O)c1c(-c2ccc(C)s2)csc1NC(=O)c1ccco1,1.6%,nt,-7.5%,2.4%,2.2%,-4.0%,-11.1%,-1.4%,nt,5.5%,5.5%
Cc1onc(-c2ccccc2)c1C(=O)Nc1cccc2nsnc12,?,1.4%,7.5%,-0.1%,-2.0%,27.3%,-21.8%,-0.3%,-11.9,-5.6%,2.0%
COC(=O)c1nn(-c2ccccc2)c(Sc2ccc(Cl)cc2)c1/C=N/O,-7.0%,-17.0%,-5.0%,-1.2%,6.3%,1.8%,15.9%,-1.2%,-15.9,-7.4%,-2.4%
Brc1ccc2cccnc2c1,-0.9%,-3.9%,-1.9%,-4.4%,0.9%,-22.4%,-20.9%,1.3%,2.2,1.2%,0.2%
Cc1cccc(NC(=O)C(=O)NNC(=O)c2ccc(C(C)(C)C)cc2)c1,5.0%,42.1%,10µM*,-1.6%,-19.5%,44.9%[activator],?,nt,-19.0,20.9%,0.4%
CCCCn1c(N)c(N(CC(C)C)C(=O)c2ccc(COc3ccccc3)o2)c(=O)[nH]c1=O,-1.7%,-24.7%,-4.0%,0.5%,-0.9%,nt,7.3%,-0.3%,-14.6,6.0%,-0.2%
Cc1ccnc(NC(=O)CCC(=O)N(CC(=O)NC2CCCCC2)Cc2ccc3c(c2)OCO3)c1,-0.4%,nt,5.8%,6.4%,-0.6%,?,-33.7%,0.7%,nt,9.1%,-0.2%
Cc1[nH]c2ccccc2c1C(=O)C(=O)N1CCN(c2ccccc2F)CC1,3.4%,-8.0%,4.7%,2.1%,0.9%,nt,-8.6%,nt,-2.2,-0.3%,-0.3%
CC(Oc1cccc(F)c1)C(=O)/C=C\N(C)C (configuration not stated),4.0%,13.4%,-4.4%,?,-0.6%,-12.4%,-12.4%,-4.8%,-10.7,-0.4%,-0.7%
C/C(=N\OC(=O)c1ccc(Cl)c(Cl)c1)c1sc(C)nc1C,0.8%,28.3%,15.1%,-8.4%,5.36µM*,-10.1%,-5.4%,2.6%,2.3,-1.8%,-1.0%
Cc1ccccc1NC(=S)N(CCCN1CCCCC1)Cc1ccco1,0.0%,-2.8%,-2.0%,-9.3%,3.0%,-6.4%,-22.7%,3.0%,-3.1,-2.4%,-1.2%
CC(=O)N1c2ccccc2[C@H](C)[C@H]1C,10.9%,5.9%,nt,-8.0%,0.0%,nt,nt,nt,-20.9,-5.1%,-1.2%
CCOC(=O)c1nn(-c2ccc(OCC)cc2)c2nc(-c3cccc(OC)c3)c(C#N)c(=O)n12,-3.1%,-12.9%,28.7%,-5.0%,-0.5%,3.6%,30.7%,1.3%,0.0,-5.1%,-2.0%
N#Cc1cnc(NCc2ccc(Cl)cc2Cl)nc1,4.9%,1.2%,-0.7%,1.5%,-2.5%,18.1%,8.6%,nt,-18.9,-2.2%,0.3%
CCc1nc(C)cn1S(=O)(=O)c1cc([N+](=O)[O-])ccc1Cl,?,-36.4%,10.7%,?,2.6%,-14.7%,?,-2.4%,-2.5,-27.2%,-20.1%
COc1ccc2c(C)cc(=O)[nH]c2c1,6.5%,1.5%,5.7%,-0.2%,-1.4%,nt,32.7%,0.8%,-6.8,-1.0%,0.0%
Cn1nc(C(F)(F)F)c2cc(C(=O)NC3CC3)sc21,11.4%,1.4%,-13.1%[0.365 µM],-4.3%,1.7%,-9.9%,4.8%,-3.5%,-18.1,0.8%,0.8%
CCc1cccc(C)c1NC(=O)CN(C)C1=NS(=O)(=O)c2ccccc21,-1.1%,-8.2%,nt,-0.5%,nt,nt,nt,nt,-4.2,-1.1%,1.7%
COc1cccc(C(=O)Nc2cc3c(cc2N2CCOCC2)n(C)c(=O)n3C)c1,1.7%,-21.6%,10.4%,10.1%,-0.9%,nt,-8.4%,nt,8.4,-10.2%,-1.5%
COc1cccc(CC2(CO)CCN(Cc3cccn3-c3cccnc3)CC2)c1,-6.5%,4.4%,-3.7%,-3.1%,-1.6%,-0.4%,15.4%,0.4%,11.6,-4.3%,-2.1%
O=C(CCCN1C(=O)CCC1=O)Nc1ccc2c(c1)OCO2,2.7%,6.4%,-0.5%,14.1%,-3.0%[2.3 µM],11.7%,6.2%,2.7%,3.7,2.3%,-2.9%
COc1c(C)cccc1C(=O)Nc1ccc(N2CCOCC2)c(Cl)c1,8.2µM*,2.51µM*,-14.9%,?,6.75µM*,5.8%,17.5%,-21.5%,-4.2,3.16µM*,1.58µM*
CCC(C(=O)OCC(=O)N(CCOC)c1c(N)n(Cc2ccccc2)c(=O)[nH]c1=O)c1ccccc1 (configuration not stated),-0.6%,-12.9%,-1.6%,-1.7%,2.8%,nt,27.4%,-7.6%,-3.3,1.1%,-2.3%
CN(Cc1cccnc1)Cc1cn(C)nc1-c1ccc(Oc2ccccc2)cc1,-5.2%,-24.3%,1.1%,-2.8%,5.5%,2.5%,-2.5%,1.2%,?,1.7%,-3.1%
CN(CC(=O)Nc1ccc(F)cc1)C(=O)c1cc(-c2ccco2)nc2ccccc12,-37.0%[inhibitor],-6.6%,nt,-5.2%,?,nt,nt,nt,44.6[activator],10.3%,-1.5%

# Some of the compounds tested; rates above refer to the full screens.
